# 14-3-3g Raf: modulators of 14-3-3 gamma protein binding, primary screen, biochemical, fluorescence polarization; 14-3-3 protein gamma (Homo sapiens), P61981; FP, 14-3-3gamma / TMR-pS259-Raf peptide binding; inhibition, % at 40 µM; 160,000 tested, 0.19% active; AID 422, 2006; in the data active = inhibition above about 30%;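 note: 0% = protein plus tracer without compound and 100% = blank with tracer alone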
# Target sequence (P61981 whole entry, looked up): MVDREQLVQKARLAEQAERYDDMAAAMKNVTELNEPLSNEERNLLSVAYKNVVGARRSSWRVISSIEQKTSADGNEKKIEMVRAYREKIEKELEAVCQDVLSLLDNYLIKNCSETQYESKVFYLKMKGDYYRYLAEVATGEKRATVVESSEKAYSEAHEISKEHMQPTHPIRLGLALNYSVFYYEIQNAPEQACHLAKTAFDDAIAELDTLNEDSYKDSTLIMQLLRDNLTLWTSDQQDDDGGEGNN
# * = called active by the depositor; & = joins results of further samples.
# The first 3 entries, ahead of the listing:
no.	Compound	14-3-3g Raf
1	O=C1NC(c2cccnc2)C(C(=O)c2cccs2)C(O)(C(F)(F)F)N1 (centres undefined)	-5.4
2	Cc1nnc(SCC(=O)c2c(N)n(C)c(=O)n(C)c2=O)n1Cc1ccccc1	-7.2
3	CC(=O)N1CCc2cc(S(=O)(=O)CCC(=O)N3CCN(C4CCCCC4)CC3)ccc21	6.5

# The list itself, repeating the preview:
no.	Compound	14-3-3g Raf
1	O=C1NC(c2cccnc2)C(C(=O)c2cccs2)C(O)(C(F)(F)F)N1 (centres undefined)	-5.4
2	Cc1nnc(SCC(=O)c2c(N)n(C)c(=O)n(C)c2=O)n1Cc1ccccc1	-7.2
3	CC(=O)N1CCc2cc(S(=O)(=O)CCC(=O)N3CCN(C4CCCCC4)CC3)ccc21	6.5
4	CCCCCC(=O)N1c2ccccc2C(C)(c2ccccc2)CC1(C)C (centres undefined)	9.7
5	COc1ccc(C2=NN(CCC(=O)NCCc3ccc(Cl)cc3)C(=O)CC2)cc1	-2.5
6	COc1ccc(-c2nc3c(n2O)CCC/C3=N\O)cc1	1.0
7	O=C(CS(=O)(=O)c1cn(Cc2ccccc2Cl)c2ccccc12)Nc1nccs1	-7.4
8	CC(=O)NCC(=O)NC(C(=O)Nc1ccc2c(c1)OCCO2)c1ccc(C)cc1 (centres undefined)	-3.8&2.9
9	COCCCNC(=O)CCN1C(=O)COc2ccccc21	-9.1&-9.6
10	Cc1nc(SCC(N)=O)[nH]c(=O)c1Cc1ccccc1	-1.0
11	CCSc1nc(N)c2c(C)c(C)sc2n1	-8.5
12	O=C(Nc1nc(-c2cc([N+](=O)[O-])cs2)cs1)c1ccc(S(=O)(=O)N2CCCc3ccccc32)cc1	-39.6
13	COc1ccc(CN(C(=O)CSc2nnc(-c3ccccc3F)o2)c2ccc(F)cc2)cc1	3.6
14	CC1(C)CC(=O)C2=C(C1)Oc1ncn(CCO)c(=N)c1C2c1ccccc1 (centres undefined)	4.4
15	O=C(c1ccccc1)c1cccn1CC(=O)N1CCCCCC1	-3.4
16	Cc1nn(-c2ccccc2)c(OC(=O)C(C)(C)C)c1Sc1ccccc1[N+](=O)[O-]	-3.5
17	CCCCCCn1c(N2CCC(C)CC2)nc2c1c(=O)[nH]c(=O)n2C	2.5
18	CCOc1ccc(CNc2ccc3c(c2)ncn3C(C)(C)C)cc1	7.8
19	Cc1ccc(Nc2nc(-c3ccc(C)c(C)c3)cs2)cc1	-4.3
20	O=C(C1CCN(S(=O)(=O)c2ccc(Br)s2)CC1)N1CCc2ccccc21	-4.9&-6.5
21	CCOc1cc(C2C(C(C)=O)=C(O)C(=O)N2CCO)ccc1O (centres undefined)	-2.8
22	Cc1ccc(S(=O)(=O)c2nc(-c3ccco3)oc2SCc2ccccc2Cl)cc1	-50.5
23	O=C(NCc1ccccc1)c1ccc(Cn2c(=S)[nH]c3cc4c(cc3c2=O)OCO4)cc1	-15.8
24	O=C(Nc1cc([N+](=O)[O-])ccc1F)c1ccc(-c2cccc(Cl)c2)o1	-24.6
25	Cc1ccccc1NCC(O)Cn1c(C)c(C)c2ccccc21 (centres undefined)	0.4
26	CCc1cc2c3c(c1)C(C)=CC(C)(C)N3C(=O)C2=O	-5.5
27	Cc1cc2ccccc2c(=O)n1CC(=O)NCC(=O)Nc1ccc2c(c1)OCO2	-3.1
28	Cc1ccc(NC(=O)CSc2nc3ccccc3c(=O)n2C2CCCC2)cc1	-2.5
29	Cc1ccnc(NC(=O)C2CCCN(S(=O)(=O)c3cnc[nH]3)C2)c1 (centres undefined)	-2.0
30	CCOC(=O)c1c(C)n(CC)c2ccc(OC(=O)c3ccc(C)cc3)cc12	-1.1
31	Brc1ccc(-n2cc(-c3ccccc3)c3c(NC4CCCCC4)ncnc32)cc1	-10.6
32	Nc1ncnc(Nc2ccc(Cl)cc2C(=O)c2ccccc2)c1[N+](=O)[O-]	-0.9
33	Cc1cc(Nc2ccc(F)cc2Cl)n2nc(C)nc2n1	-8.6
34	Cc1cc(C)n(-c2ccc(C(=O)OCC(=O)Nc3ccc(S(=O)(=O)N4CCOCC4)cc3)cc2)n1	-7.9
35	CCC1Oc2ccc(Cl)cc2N(CC(=O)N2CCOCC2)C1=O (centres undefined)	-8.1
36	COc1ccc(Cl)cc1NC(=O)c1ccc(C)cc1	-5.6
37	COc1ccc(CNC(=O)C2CCCN(C(=O)N(C)C)C2)cc1 (centres undefined)	0.9
38	COc1ccccc1CNC(=O)CN1C(=O)CSc2ccc(S(=O)(=O)N3CCOCC3)cc21	-2.6
39	COc1ccc(NC(=O)Cc2cc3ccccc3n2Cc2ccccc2)cc1	-1.3
40	CCOc1cccc(C(=O)Nc2ccc3oc(-c4ccc(C(C)(C)C)cc4)nc3c2)c1	-11.1
41	COC(=O)c1ccccc1NC(=O)C1CCCN1S(=O)(=O)c1ccc(C)cc1 (centres undefined)	-16.5
42	CC1CCCC(NC(=O)C(Cc2ccccc2)NS(=O)(=O)c2ccc(Br)cc2)C1C (centres undefined)	1.4
43	CCN(CC)C(=O)c1ccc(O)c(OC)c1	-2.6&-3.3
44	COc1ccc(C(=O)Nc2ccc(C(=O)Nc3cccc(C(F)(F)F)c3)cc2)cc1	-5.8
45	COc1ccc(C2Nc3c(C)ccc(Cl)c3C3C=CCC32)cc1[N+](=O)[O-] (centres undefined)	9.7
46	COc1ccc(Cl)cc1N(C)C(=O)CCNC(=O)Cn1cnc2ccccc2c1=O	0.8&-10.9
47	Cc1cc2nc(-c3cccc(NC(=O)Cc4ccccc4)c3C)oc2cc1C	-32.3
48	CC(=O)N(c1ccc2oc(=O)sc2c1)S(=O)(=O)c1cccs1	-11.1
49	CCCN(c1ccc(C(C)C)cc1)S(=O)(=O)c1cnc[nH]1	-3.0
50	CC(=O)Oc1ccc(CCC(C)OC(C)=O)cc1 (centres undefined)	4.1

# Following part.
no.	Compound	14-3-3g Raf
51	CCCCn1c(SCC(=O)OCC)nc2sc3c(c2c1=O)CCC3	-37.1
52	CC1(C)OC(=O)C(=CNn2cnc3ccccc3c2=O)C(=O)O1	7.7
53	CC(=O)Oc1ccc2occ(C(=O)c3cccs3)c2c1	-7.3&-6.4
54	Cc1cccc(Cn2c(=O)cc(C(=O)NCc3ccc4c(c3)OCO4)c3ccccc32)c1	-0.8
55	COc1ccccc1C(=O)Nc1cc(-c2nn(C)c(=O)c3ccccc23)ccc1N1CCOCC1	-5.5
56	COc1cc(S(=O)(=O)NC2CCCC2)ccc1Cl	-4.4
57	O=C(Nc1ccc(Cl)cc1C(=O)O)c1ccc(N2C(=O)c3cccc4c([N+](=O)[O-])ccc(c34)C2=O)cc1	-27.7
58	Cc1ccnc(NC(=O)CCc2c(C)nc3ncnn3c2C)c1	3.5
59	Cc1cccc(OCc2nnc(SCC(=O)Nc3sc(C)c(C)c3C#N)n2C)c1	-1.9
60	COc1ccc(CN(C(=O)c2oc3ccccc3c2C)C2CCS(=O)(=O)C2)cc1 (centres undefined)	-6.2
61	CC(C)COc1cccc(C(=O)Nc2ccc(CN3CCOCC3)cc2)c1	-3.6
62	COc1cc(C)c(N)cc1C(C)C	-14.0
63	C=CCNC(=O)c1cc(S(=O)(=O)N(CC)c2ccccc2)ccc1F	3.6
64	CCOC(=O)c1sc(NC(=O)c2ccc([N+](=O)[O-])cc2)nc1C	-2.4
65	C=CCSc1nnc2n(-c3ccccc3)c(=O)c3c(C)c(C)sc3n12	0.2
66	Fc1ccc(Cn2nnnc2CN2CCc3ccccc3C2)cc1	-4.7
67	COc1ccc(-n2c(=S)[nH]c3cc(C(=O)N4CCc5ccccc5C4)ccc3c2=O)c(OC)c1	0.4
68	CCOC(=O)c1cnn(-c2nc(C)nc3sc4c(c23)CCC4)c1N	-13.4&-30.4
69	CC(C)(O)P(C)(=O)c1ccccc1 (centres undefined)	-12.5
70	CS(=O)(=O)c1ncn(-c2ccccc2)n1	-3.5
71	COc1cccc(-c2ccc3c(N)c(C(=O)Nc4ccc(Br)c(C)c4)sc3n2)c1	11.4
72	Cc1c(N=C2C(=O)Nc3ccccc32)c(=O)n(-c2ccccc2)n1C	-8.5&-1.9
73	O=C1NCCN1Cc1ccccc1Cl	1.2
74	COc1ccccc1C1c2c(oc3ccc(Cl)cc3c2=O)C(=O)N1c1cc(C)on1 (centres undefined)	2.4
75	CCOC(=O)c1c(-c2ccccc2)csc1NC(=O)c1cccc([N+](=O)[O-])c1C	-13.0
76	O=C(CSc1nc2sc3c(c2c(=O)n1Cc1ccco1)CCC3)N1CCc2ccccc21	-5.5
77	CCc1ccccc1Nc1cc(C(=O)NCc2cccs2)c2ccccc2n1	-29.9
78	Cn1c(Cn2c(=O)sc3ccccc32)nnc1SCc1ccc(F)cc1	0.9
79	Cc1ccc(-c2nc(CS(=O)CC(=O)NCCN(CC(C)C)CC(C)C)c(C)o2)cc1 (centres undefined)	-1.8
80	COc1ccccc1N=c1oc2c(OC)cccc2cc1C(=O)NCc1ccco1	-8.8
81	CCc1ccc(NS(=O)(=O)c2ccc3c(c2)CC(C)N3C(C)=O)cc1 (centres undefined)	-11.3
82	CCCOC(=O)c1c(NS(=O)(=O)c2ccc(Cl)cc2)sc2c1CCC(C)C2 (centres undefined)	1.3
83	CCCC[n+]1c(C)sc2ccccc21	-79.1
84	O=C1C2C3C=CC(C3)C2C(=O)N1CCN1CCN(Cc2ccc([N+](=O)[O-])cc2)CC1 (centres undefined)	-6.6
85	Cc1ccc(C2CC(=O)C3=C(C2)Nc2ccccc2NC3c2cc(C)ccc2C)cc1 (centres undefined)	-3.9
86	CC(=O)c1ccc(NC(=O)CSc2nc3ccc(N=Cc4cc(Cl)ccc4O)cc3s2)cc1	-12.0
87	CCOC(=O)c1[nH]c(C)c(C(=O)NC)c1C	-5.5
88	CCCOc1ccc(CSC(CC(=O)O)C(=O)O)cc1 (centres undefined)	3.6
89	CC1=CC(C)(C)NC(=S)N1c1ccc2ccccc2c1	-0.4
90	c1ccc(-c2noc(COc3ccc4c(c3)OCO4)n2)cc1	4.9
91	CCCN1C2=C(C(=O)CCC2)C(c2ccc(O)c(Br)c2)C2=C1CCCC2=O	5.4&-0.4
92	CCCc1nc(SCC(=O)N2CCC(Cc3ccccc3)CC2)c2c(=O)n(C)c(=O)n(C)c2n1	1.3
93	CCCCSc1nnc2c(n1)OC1(CCCCC1)Nc1ccccc1-2	-7.3
94	COc1ccc(CC(=O)OCc2cc3ccccc3[nH]c2=O)cc1	-2.0
95	CCN(CC)S(=O)(=O)c1cc(C(=O)Oc2ccc(C)cc2-n2nc3ccccc3n2)ccc1Br	1.7
96	CC1=CC(C)(C)N=C(NC#N)N1	-7.2
97	Oc1c(I)cccc1C=Nc1ccc2nc(-c3cccc(Br)c3)oc2c1	-33.3
98	O=C1C2C3c4ccccc4C(c4ccccc43)C2C(=O)N1c1ccccc1O (centres undefined)	-3.2
99	Cc1ccc(CN2C(=O)c3ccccc3Sc3ccc(C(=O)NCCCN4CCOCC4)cc32)cc1	-3.5
100	O=C(NCc1ccco1)c1ccc2c(c1)NC(=O)c1ccccc1S2	-3.5

# The list goes on:
no.	Compound	14-3-3g Raf
101	CCOC(=O)c1ccc(-n2cc3c(c2-c2ccccc2)c(=O)n(C)c(=O)n3C)cc1	-5.2
102	CCc1ccc(NC(=O)C(C)Nc2ccc(S(=O)(=O)NC(C)=O)cc2)cc1 (centres undefined)	5.5
103	O=C(CSc1nc2c(sc3ccccc32)c(=O)n1Cc1ccccc1)NCC1CCCO1 (centres undefined)	-2.4
104	COc1cccc(CNC(=O)C2CCN(S(=O)(=O)c3ccc4c(c3)CCC(=O)N4)CC2)c1	-4.8
105	Cc1cccc2oc(-c3ccc(NC(=O)c4ccc(Cl)cc4)cc3)nc12	-55.0
106	COC(=O)C1=NNC(Nc2ccc(F)cc2)c2ccccc21 (centres undefined)	-249.0
107	O=S(=O)(c1ccc(NC2CCCc3ccccc32)nc1)N1CCOCC1 (centres undefined)	-10.8
108	CCOC(=O)c1[nH]c(CCl)c(C(C)=O)c1C	-59.6
109	c1ccc2c(c1)CC(N1CCCCC1)c1ccccc1N2 (centres undefined)	-6.4
110	CC(C)Cc1nc(N2CCN(C(=O)C(C)C)CC2)c(C#N)c2c1CCC2	-3.2
111	COc1ccccc1C(c1nnnn1CS(=O)(=O)c1ccc(C)cc1)N1CCSCC1 (centres undefined)	0.8
112	COc1ccc(S(=O)(=O)Cc2ccc(C(=O)N3CCN(C(=O)c4ccco4)CC3)o2)cc1	4.8
113	Cc1ccc2cc3cc(C(=O)NCCCN4CCC(C)CC4)oc3nc2c1	6.5
114	CC1CCCCC1NC(=O)c1ccc2c(c1)NC(=O)C(N1CCCCC1)S2 (centres undefined)	-4.8
115	O=C1NC(c2ccc(-c3ccc(F)cc3)o2)Nc2sc3c(c21)CCCC3 (centres undefined)	-71.3
116	O=C(Nc1ccc(-c2nc3ncccc3o2)cc1)c1ccc(-c2ccc(F)cc2)o1	-44.1
117	CCOC(=O)c1ccc2c(c1)C(=O)N(c1cccc3ccccc13)C2=O	-1.3
118	COCCOC(=O)C1=C(C)NC(=O)NC1c1cccc([N+](=O)[O-])c1 (centres undefined)	0.8
119	Cc1cc(C)n(C(=O)c2ccc(S(=O)(=O)NCC3CCCO3)cc2)n1 (centres undefined)	-7.0
120	Cc1cccc(C2NC(=O)c3c(sc4c3CCCC4)N2)c1O (centres undefined)	-11.4
121	O=C(COc1ccc(Cl)cc1)Nc1ccc([N+](=O)[O-])cc1Cl	4.3
122	CCC(Sc1ncnc2c1nnn2-c1ccc(F)cc1)C(=O)OC (centres undefined)	-10.0
123	CN(C)c1oc(-c2ccccc2)nc1S(=O)(=O)c1ccccc1	2.3
124	Cc1oc2ccc(OC(=O)c3ccc(Cl)cc3)cc2c1C(=O)OC(C)C	-8.1
125	CCC(Sc1nc(C)cc(C)c1C#N)C(=O)Nc1cc(C)on1 (centres undefined)	0.5
126	CC(C)CC1=NN(C(=O)c2ccccc2Br)C(O)(C(F)(F)F)C1 (centres undefined)	-11.2
127	CCCc1noc(-c2ccc(OC)c(OC)c2)n1	-9.3

# 3 structures out of the list, arranged by number of heavy atoms, low to high:
no.	Compound	14-3-3g Raf
36	COc1ccc(Cl)cc1NC(=O)c1ccc(C)cc1	-5.6
66	Fc1ccc(Cn2nnnc2CN2CCc3ccccc3C2)cc1	-4.7
46	COc1ccc(Cl)cc1N(C)C(=O)CCNC(=O)Cn1cnc2ccccc2c1=O	0.8&-10.9

# The list is partial, so the mix of outcomes need not match the whole.
